Screening data as filed in PubChem BioAssay.
zfTRPN1 agonist = zebrafish TRPN1 channel agonists, primary screen, cell-based, HEK293, calcium fluorescence; transient receptor potential cation channel N1 (TRPN1/NompC), Danio rerio; HEK293 zebrafish TRPN1-YFP, Fluo-8 calcium fluorescence; 100% = response to 87 µM carbachol; activation, % at 3 µM; 0.18% of 220,000 active; AID 1424, 2008;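 active = activation above its plate's cutoff, the mean activation of test wells on that plate plus 3 SD, cut at about 19% in these data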;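 note: 0% = DMSO alone and 100% = 87 µM carbachol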
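Material: zebrafish TRPN1-YFP in HEK293 cells; Doses: single test compound dose, 3 µM nominal, 0.3% DMSO; Timing: dye loading 1 h at 37 °C, then 30 min room temperature; Technique: intracellular calcium fluorescence with Fluo-8; Benchmarks: high carbachol 87 µM, low DMSO alone.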
TRPML3 ag = human TRPML3 channel agonists, primary screen, cell-based, HEK293 TRPML3-YFP, Fluo-8 calcium fluorescence, 3 µM. 100% = the carbachol control signal. activation, % at 3 µM. 0.29% of 220,000 active. AID 1448, 2008;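 active = activation above its plate's cutoff, the mean activation of the plate's test wells plus 3 SD, cut at about 12% in these data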;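 note: 0% = DMSO only wells and 100% = carbachol wells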
Target sequence (Q8TDD5 whole entry, looked up): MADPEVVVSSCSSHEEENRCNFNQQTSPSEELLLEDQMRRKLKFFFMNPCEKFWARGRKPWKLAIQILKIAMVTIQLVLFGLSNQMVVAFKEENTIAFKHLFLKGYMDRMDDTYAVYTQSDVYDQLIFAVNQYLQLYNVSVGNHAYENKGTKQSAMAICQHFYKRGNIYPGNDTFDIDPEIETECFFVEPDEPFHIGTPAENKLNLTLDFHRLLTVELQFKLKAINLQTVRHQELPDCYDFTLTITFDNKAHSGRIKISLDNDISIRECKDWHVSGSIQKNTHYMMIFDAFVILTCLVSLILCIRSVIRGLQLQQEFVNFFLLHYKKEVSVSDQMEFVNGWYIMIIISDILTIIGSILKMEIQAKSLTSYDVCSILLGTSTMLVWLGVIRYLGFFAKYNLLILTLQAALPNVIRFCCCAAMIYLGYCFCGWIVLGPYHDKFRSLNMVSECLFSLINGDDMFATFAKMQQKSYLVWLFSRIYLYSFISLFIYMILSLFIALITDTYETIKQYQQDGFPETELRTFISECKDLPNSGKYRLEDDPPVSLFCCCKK
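Material: HEK293 cells stably carrying human TRPML3-YFP; compound dosing: single dose, 3 µM final nominal compound, 0.3% DMSO final; incubation: 1-h 37 °C dye load, 5-s basal, 120-s post-compound reads; technique: Fluo-8 intracellular calcium fluorescence, excitation 470-495 nm, emission 515-575 nm; read-out basis: percent activation from peak-to-basal fluorescence ratio, scaled between DMSO and carbachol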
Wee1 stabilizer = Wee1 degradation inhibitors, primary screen, cell-based, HeLa, Wee1K328M-luciferase, luminescence | HeLa Luc-Wee1K328M stability; 100% = proteasome inhibitor MG132 effect | 1.2% of 220,000 active | reporter increase, % at 5 µM | Wee1-like protein kinase (Homo sapiens), P30291;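 active = activation above the mean of all tested compounds plus 3 SD, set per screening run, cut at about 8.8% in these data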;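 note: cells exposed to compound for 20 h before luminescence read; 0% = DMSO alone and 100% = MG132 at 30 µM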
TNF death inh = inhibitors of TNF-alpha triggered necroptosis, primary screen, cell-based, Jurkat FADD-/-, single concentration. Jurkat FADD-/- TNF necroptosis rescue, ATP luminescence, 24 h; 0 = TNF only, 100 = no-TNF cells. activation (protection from cell death), % at 10 µM. 0.068% of 220,000 active;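 active = activation, meaning protection from cell death, of at least 50% relative to plate controls; inactive = activation below 50%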;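 note: necroptosis triggered by 40 ng/mL TNF-alpha added together with compound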
Ba/F3 V617F tox = reduced viability of JAK2V617F-dependent Ba/F3 cells, primary screen, JAK2V617F inhibitor project, cell-based, Ba/F3 EpoR-JAK2V617F, luminescence; ATP luminescence; inhibition, % at 5.6 µM; 1.1% of 220,000 active;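 active = inhibition above the campaign mean plus 3 SD over all tested compounds, cut at about 24% in these data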;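 note: cytokine-independent growth of Ba/F3 cells driven by EpoR plus mutant JAK2; 0% = DMSO-treated cells and 100% = JAK inhibitor I control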
CHOP inhibitor = inhibitors of CHOP promoter induction, primary screen, cell-based, unfolded protein response, luciferase reporter | 3.8% of 220,000 active | AID 2732, 2010 | inhibition, % at 10 µM | CHO-K1 CHOP-promoter luciferase, tunicamycin-induced, 15-18 h;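 active = compounds that reduced the stress-induced luciferase reporter signal by more than about 70% of percent inhibition, limit read from the data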;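 note: 0% = tunicamycin plus vehicle and 100% = wells without tunicamycin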
PPC-1+TRAIL kill = compounds killing PPC-1 cancer cells with TRAIL present, primary screen, TRAIL potentiator project, ATPLite luminescence, uHTS; cell killing (% activity), % at 4 µM; 0.41% of 220,000 active; PPC-1 cells + TRAIL, ATPLite viability luminescence;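 active = cell killing above 50% in the first pass at 4 µM, then a duplicate retest at 5 µM averaging 50% or more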;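 note: plate controls were cells with TRAIL plus DMSO for no effect and medium-only wells lacking cells for full effect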
RBBP9 inh = human RBBP9 inhibitors, primary screen, biochemical, fluorescence polarization, FP-Rh probe, HTS; Serine hydrolase RBBP9 (Homo sapiens), O75884; recombinant RBBP9; inhibition, % at 7.94 µM; 0.2% of 220,000 active; AID 1515, 2009;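 active = inhibition above the campaign mean of all tested compounds plus 3 SD, cut at about 14% in these data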;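 note: plate controls were DMSO wells with RBBP9 for no effect and wells lacking RBBP9 protein for full effect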
Target sequence (O75884 whole entry, looked up): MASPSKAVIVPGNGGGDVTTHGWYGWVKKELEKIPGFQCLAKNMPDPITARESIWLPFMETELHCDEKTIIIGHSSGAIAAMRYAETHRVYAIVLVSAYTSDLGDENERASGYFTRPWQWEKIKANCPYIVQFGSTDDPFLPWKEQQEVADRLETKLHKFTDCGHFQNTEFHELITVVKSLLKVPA
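Material: RBBP9 protein. Amount: RBBP9 at 2.5 µM in dispensed solution, before mixing. Schedule: 30 min then 45 min, 25 °C. Medium: Tris buffer pH 8.0, NaCl, Pluronic. Measured by: fluorescence polarization. Measure: percent inhibition from mP, scaled between DMSO and no-protein wells. Replication: one well per compound.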
BaF3 parental = parental Ba/F3 cell viability inhibition, counter-screen for JAK2V617F inhibitor project, murine pro-B, CellTiter-Glo luminescence; CellTiter-Glo ATP luminescence; inhibition, % at 5.6 µM; 1.1% of 220,000 active; AID 1486, 2009;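 active = inhibition above a per-campaign cutoff, the mean inhibition of all tested compounds plus 3 SD, cut at about 27% in these data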;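 note: 0% = DMSO wells and 100% = JAK Inhibitor I control wells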
* marks the source's active call; other numbers are inactive results; · = no result given.

cpd	mol	zfTRPN1 agonist	TRPML3 ag	Wee1 stabilizer	TNF death inh	Ba/F3 V617F tox
1	CC1CCN(c2nc(/C=C/c3ccccc3)nc3ccccc23)CC1	0.1	0.8	5.9	0.5	-2.0
2	Fc1cc2nc(-c3ccncc3)[nH]c2cc1F	1.4	0.4	-1.2	2.5	-0.9
3	C/C(CC(=O)Nc1ccccn1)=N\NC(=O)c1ccc(C)cc1	-0.8	-0.5	0.9	1.2	-1.5
4	CCCCNC(C(=O)Nc1cccc(S(=O)(=O)N2CCOCC2)c1)c1ccccc1 (stereo not given)	-1.9	-0.3	0.7	1.8	-0.1
5	Cc1ccc(CS/C(Nc2ccccc2C)=C(\C#N)C(=O)NCc2ccco2)c(C)c1	3.5	2.9	-0.6	-0.9	2.2
6	COc1ccccc1N1CCN(C2CCN(S(=O)(=O)c3ccc4ccccc4c3)CC2)CC1	0.0	-0.1	0.9	-2.3	-1.7
7	Cc1cccc(-n2c(=O)[nH]c3c(C(N)=O)nc(-c4ccccc4Cl)nc32)c1	-1.7	-0.3	-1.0	0.3	-1.6
8	CCS(=O)(=O)CCSc1nc2c(cc1C#N)CCCC2	0.9	0.4	-0.6	-1.9	2.5
9	COc1ccc(-c2cc(C(=O)Nc3sc4c(c3C#N)CCCC4)c3ccccc3n2)cc1OC	0.5	0.5	-1.6	-2.6	-3.3
10	N#Cc1cc2c(nc1SCC(=O)O)CCCC2	-0.9	0.6	-0.9	-0.3	2.6
11	O=C(NNC(=O)c1ccc[nH]1)Nc1cccc(C(F)(F)F)c1	-0.7	-0.1	-4.8	2.2	-6.6
12	Cc1ccc(C(O)CN2C3=NCCN3c3ccccc32)cc1 (stereo not given)	0.0	-0.2	1.5	-0.7	5.5

cpd	CHOP inhibitor	PPC-1+TRAIL kill	RBBP9 inh	BaF3 parental
1	65.9	18.7	1.8	5.4
2	-14.2	-10.2	0.2	2.0
3	-2.7	6.5	6.6	2.9
4	-0.5	2.1	-2.8	35.9*
5	47.0	8.5	-13.2	1.9
6	44.1	14.5	-5.0	5.2
7	91.1*	19.0	-7.0	1.8
8	7.4	46.8	-6.9	3.7
9	34.4	7.5	2.2	-1.4
10	22.2	8.9	-4.4	3.5
11	6.2	14.0	-4.1	5.2
12	-14.4	15.1	-0.2	3.1

(listing goes on)
cpd	mol	zfTRPN1 agonist	TRPML3 ag	Wee1 stabilizer	TNF death inh	Ba/F3 V617F tox
13	Cc1c(CCO)c(=O)[nH]n1C(=O)c1c(F)cccc1F	0.1	0.1	-0.7	-4.7	-0.3
14	C/C(=N\NC(=O)Cc1c(C)[nH][nH]c1=O)c1cccc(Br)c1	2.2	0.8	-1.9	1.2	-5.7
15	CCNC(=S)N1CCC(C(N)=O)CC1	3.3	-0.2	0.6	1.0	0.3
16	Fc1ccc(COc2ccccc2CNCc2ccncc2)cc1	-2.0	0.5	-2.7	2.1	-2.2
17	O=C(Nn1cnnc1)C1Cc2ccccc2CN1S(=O)(=O)c1ccc(F)cc1 (stereo not given)	1.3	1.0	-1.4	-1.5	-0.6
18	Cc1ccc(-c2nnn(CC(=O)N(CC(=O)NC3CCCCC3)c3cnc4ccccc4c3)n2)o1	-1.9	-0.4	-0.3	0.9	-2.0
19	Nc1c(Cl)cc(Cl)cc1C(=O)OCC(=O)N1CCCC1	-1.5	0.8	-2.0	-0.6	-4.4
20	Cc1ccc(CN2C(=O)CSc3ccc(C(=O)NCCN4CCOCC4)cc32)cc1	-1.1	-0.4	0.1	0.9	-5.0
21	O=C(NCCO)c1ccc2c(c1)S(=O)(=O)c1ccccc1C2=O	-0.1	0.0	0.9	0.3	-1.9
22	O=[N+]([O-])c1ccc(Oc2cccc(F)c2)c2ccncc12	-1.6	-0.2	2.2	-3.6	-0.1
23	O=c1[nH]c(SCc2ccc(Cl)cc2)nc2ccsc12	0.1	0.2	1.2	-2.1	1.8
24	COC(=O)C(Cc1ccc(OC(=O)c2ccc(C(F)(F)F)cc2)cc1)N1Cc2ccccc2C1=O (stereo not given)	3.9	2.2	-0.3	-1.7	-1.0

cpd	CHOP inhibitor	PPC-1+TRAIL kill	RBBP9 inh	BaF3 parental
13	7.6	-4.4	-10.6	4.4
14	-2.1	1.8	5.5	-3.9
15	-9.4	13.8	-8.9	-0.2
16	11.8	16.2	8.5	-1.1
17	23.7	19.4	2.5	4.0
18	·	·	-9.2	5.7
19	4.4	9.1	2.6	0.1
20	22.0	-6.1	2.4	6.5
21	13.0	7.2	-2.3	0.0
22	63.2	31.0	-2.3	7.7
23	-13.8	-4.2	-15.3	3.3
24	0.0	3.7	-4.6	-0.5

Later entries
cpd	mol	zfTRPN1 agonist	TRPML3 ag	Wee1 stabilizer	TNF death inh	Ba/F3 V617F tox
25	CC1=C/C(=N\N=C2\NC(=O)C(CC(=O)Nc3ccccc3)S2)CC(C)(C)C1 (stereo not given)	-0.3	0.8	-1.8	-3.6	2.0
26	c1ccc(-c2nnc(Cn3c4ccccc4c4nc5ccccc5nc43)o2)cc1	2.1	-0.1	-0.9	-1.0	-0.8
27	CCCc1cc(=O)c2c(O)cccc2o1	0.7	0.3	2.9	-0.6	4.2
28	COc1ccc(-c2cc(C(=O)NCc3cn(C)nc3C)c3ccccc3n2)cc1OC	1.0	0.3	0.7	-4.5	-0.5
29	O=C(/C=C\c1cn(-c2ccccc2)nc1-c1cccs1)N1CCOCC1	2.1	-0.7	-0.6	0.8	0.5
30	CC(=O)Nc1nc2ccccc2n1Cc1ccccc1C	0.7	1.2	2.2	-13.9	0.7
31	COc1ccccc1N1CCN(Cc2cc(Br)c(O)c3ncccc23)CC1	0.5	0.7	-1.1	-11.6	98.0*
32	Cc1ccc(C)c(N2CCN(C(=O)c3ccc(Cn4c(=O)[nH]c5ccccc5c4=O)cc3)CC2)c1	0.2	0.6	-1.2	-17.0	4.8
33	COCCN1C(=O)c2ccccc2C(C(=O)NCc2ccco2)C1c1c[nH]c2ccccc12 (stereo not given)	-1.5	-0.8	3.0	-3.1	2.3
34	Cn1c(Cn2c(=O)sc3ccccc32)nnc1SCC(=O)NCc1ccco1	0.1	-0.1	3.2	0.6	-2.0
35	COc1ccc(S(=O)(=O)NC(C(C)C)C(C)C)cc1OC	-0.4	-0.6	-1.8	-0.9	0.8
36	O=C(NCC1CCCO1)c1ccc(NC(=O)C2C3C=CC(C3)C2C(=O)O)cc1 (stereo not given)	-0.4	0.3	-0.6	-1.4	-3.6

cpd	CHOP inhibitor	PPC-1+TRAIL kill	RBBP9 inh	BaF3 parental
25	-1.9	17.2	-10.4	7.8
26	·	·	2.5	-0.3
27	5.2	11.5	0.1	-0.9
28	-18.9	22.2	-7.9	5.4
29	6.6	5.8	-7.8	6.5
30	-65.0	13.2	-6.3	-0.1
31	·	18.1	-7.7	85.7*
32	37.0	7.0	-21.7	2.0
33	-6.5	11.1	-0.5	6.6
34	-7.0	-5.1	-2.5	3.5
35	9.8	8.2	-3.1	3.8
36	47.6	-2.4	-3.3	1.1

Additional structures.
cpd	mol	zfTRPN1 agonist	TRPML3 ag	Wee1 stabilizer	TNF death inh	Ba/F3 V617F tox
37	CC1(C)CC(=O)c2cnc(NCc3ccco3)nc2C1	-0.5	0.8	-0.8	1.0	5.3
38	O=C(NCCc1ccccc1)c1c(F)c(F)c(F)c(F)c1F	0.2	0.7	23.8*	0.2	-0.9
39	Cc1cc(C)nc(SCNC(=O)c2ccc(Cl)cc2)n1	0.1	-0.1	-2.1	-0.3	-1.1
40	Cc1nc(NC(=O)CSc2nnc(-c3ccc4c(c3)OCO4)o2)c(Cl)cc1Cl	0.9	0.6	11.2*	0.0	1.6
41	N#Cc1c(N)n[nH]c1CCCN	-0.1	0.7	3.2	-1.8	2.9
42	O=C(Nc1ccc(Cl)cc1C(F)(F)F)c1ccc(Cl)cc1	0.5	0.5	2.5	-4.3	-0.7
43	CCCCCCOC(=O)C[N+](C)(C)CCOC1CC2CCC1(C)C2(C)C (stereo not given)	-0.4	-0.1	-2.1	-14.4	89.1*
44	Cc1nc(N2CCN(c3ccccc3)CC2)nc2c1C(=O)CC(c1ccccc1)C2 (stereo not given)	-0.1	0.9	-3.9	-4.0	-2.1
45	FC(F)(F)c1ccc(Oc2ccc3c(C(F)(F)F)cc(C(F)(F)F)nc3n2)cc1	0.6	-0.1	-1.2	-4.0	-0.8
46	COc1cccc(CNS(=O)(=O)c2cc(Br)cc3c2N(C(C)=O)C(C)C3)c1 (stereo not given)	-0.1	-0.1	0.2	0.5	2.4
47	CC(C)NC(=O)NC(=O)COc1c(F)c(F)cc(F)c1F	0.1	16.6*	-0.6	3.7	4.4
48	O=C(O)C1CCC(CN(Cc2cccc(Br)c2)C(=S)Nc2ccccc2F)CC1 (stereo not given)	0.5	0.2	-2.1	0.8	-1.3
49	CCCc1cc(=O)[nH]c(SCCCCN2C(=O)c3ccccc3C2=O)n1	1.0	0.8	3.1	-1.7	3.5

cpd	CHOP inhibitor	PPC-1+TRAIL kill	RBBP9 inh	BaF3 parental
37	14.9	16.1	-14.3	5.4
38	2.9	0.0	0.7	8.3
39	62.1	13.2	-3.3	3.4
40	18.6	1.1	-8.6	6.3
41	47.9	18.6	2.0	1.6
42	16.7	-1.2	-7.3	3.9
43	57.9	25.5	2.4	79.9*
44	40.0	5.5	-5.6	-1.1
45	1.3	16.4	-2.3	-0.4
46	0.6	4.5	-7.4	4.1
47	18.9	18.3	-10.2	2.6
48	10.3	-13.4	3.1	4.5
49	33.2	28.9	-8.5	7.7

Arranged by molar mass (descending): 3 of the compounds above.
cpd	mol	zfTRPN1 agonist	TRPML3 ag	Wee1 stabilizer	TNF death inh	Ba/F3 V617F tox
28	COc1ccc(-c2cc(C(=O)NCc3cn(C)nc3C)c3ccccc3n2)cc1OC	1.0	0.3	0.7	-4.5	-0.5
14	C/C(=N\NC(=O)Cc1c(C)[nH][nH]c1=O)c1cccc(Br)c1	2.2	0.8	-1.9	1.2	-5.7
1	CC1CCN(c2nc(/C=C/c3ccccc3)nc3ccccc23)CC1	0.1	0.8	5.9	0.5	-2.0

cpd	CHOP inhibitor	PPC-1+TRAIL kill	RBBP9 inh	BaF3 parental
28	-18.9	22.2	-7.9	5.4
14	-2.1	1.8	5.5	-3.9
1	65.9	18.7	1.8	5.4
